# Screening results deposited in PubChem BioAssay by Sanford-Burnham Center for Chemical Genomics.
# EphA4 KYL inhibition – inhibitors of EphA4 binding to KYL peptide, primary screen, biochemical, colorimetric, mouse EphA4 (AID 689); Ephrin type-A receptor 4 (Mus musculus); EphA4-AP binding to KYL peptide, pNPP A405; higher % means a stronger effect; one-dose inhibition, % at 10 µM; IC50 in µM for titrated hits; 62,000 compounds, 0.1% hits; in the data active = a potency from the dose series; inactive = the rest, 99 in 100 with inhibition below about 22%
# * = called active by the depositor. This is a subset; the hit share may differ from the screen's.
EphA4 KYL inhibition | Molecule
-7.1% | O=C(c1cccs1)N1CCN=C1SCc1cccnc1
-13.3% | O=C1CSC(c2ccccc2)N1c1nc(-c2ccc(Cl)cc2Cl)cs1 (centres undefined)
-11.1% | C=CCN=C(NC#N)SCC(=O)c1cccc(OC)c1
-21.4% | CCN(CC)c1ccc(C2CC(=O)NC3=C2C(=O)CC(C)(C)C3)cc1 (centres undefined)
0.4% | COc1ccc2c(=O)cc(C(F)(F)C(F)(F)F)oc2c1
-6.9% | Cc1cnc(NC(=O)CN(C)S(=O)(=O)c2ccc(Cl)cc2)s1
-4.6% | COc1cc(C(=O)CSc2nncn2C)cc(OC)c1OC
-7.5% | COC(=O)c1c(NC(=O)c2nc3nc(C)cc(C(F)F)n3n2)sc2c1CCC2
-1.0% | CCOC(=O)Cn1c(=O)oc2cc(S(=O)(=O)NCC3CCCO3)ccc21 (centres undefined)
-7.0% | Cc1nc2ccc(S(=O)(=O)NC(C(=O)N3CCC(C)CC3)C(C)C)cc2s1 (centres undefined)
-4.1% | CCOC(=O)N1CCC(NC(=O)Cn2ncc3c2-c2cc(C)ccc2OC3)CC1
-1.3% | c1ccc2c(Nc3nnc(-c4ccncc4)s3)cccc2c1
-4.9% | Oc1ccc(Br)cc1/C=N/n1cnc2ccccc21
1.3% | COc1ccc(OC)c(NC(=O)C2CCCNC2=O)c1 (centres undefined)
-2.5% | COc1ccc(-c2n[nH]c(C)c2-c2ccc(Cl)cc2)c(O)c1

# A few values from above:
# `COc1cc(C(=O)CSc2nncn2C)cc(OC)c1OC` @ EphA4 KYL inhibition: -4.6%
# `c1ccc2c(Nc3nnc(-c4ccncc4)s3)cccc2c1` @ EphA4 KYL inhibition: -1.3%
# `CCOC(=O)N1CCC(NC(=O)Cn2ncc3c2-c2cc(C)ccc2OC3)CC1` @ EphA4 KYL inhibition: -4.1%
# `CCOC(=O)Cn1c(=O)oc2cc(S(=O)(=O)NCC3CCCO3)ccc21` (centres undefined) @ EphA4 KYL inhibition: -1.0%
# `O=C1CSC(c2ccccc2)N1c1nc(-c2ccc(Cl)cc2Cl)cs1` (centres undefined) @ EphA4 KYL inhibition: -13.3%

# Later entries
EphA4 KYL inhibition | Molecule
-1.5% | CS(=O)(=O)N(CC(=O)NCc1ccco1)c1cc(C(F)(F)F)ccc1Cl
-9.9% | O=C(CN(Cc1ccccc1)S(=O)(=O)c1ccccc1)N1CCOCC1
-7.6% | Cc1cccc2nc(CSc3nncn3-c3ccccc3)cn12
-2.9% | COc1ccc(NC(=O)C2CCN(c3nc(C)nc4c3CCC4)CC2)cc1
-5.7% | O=[N+]([O-])c1ccc(N=Nc2ccc(O)cc2O)cc1
5.1% | S=c1[nH]nc(C2CCCCC2)n1/N=C/c1cccs1
-8.0% | Cc1cccc(N2C(N)=NC(N)=NC23CCCCC3)c1
-5.0% | O=C(O)c1ccc(N2C(=O)C3ON(c4ccccc4)C(c4ccccc4F)C3C2=O)cc1 (centres undefined)
-7.1% | C=CCNC(=O)c1onc(CSc2ccccc2C)c1C(=O)O
-2.7% | O=C(O)Cn1cnc2ccccc2c1=O
3.2% | O=C(COc1ccc(Br)cc1)Nc1ccc(Cl)cn1
0.0% | O=C(Nc1nccs1)C1CCCN1S(=O)(=O)c1cccc2cccnc12 (centres undefined)
-8.4% | COc1ccccc1NC(=O)Cn1cnc2c(oc3ccccc32)c1=O
-18.8% | Cc1ccc2c(c1)nnn2C1CCN(CC(=O)c2ccc(Cl)cc2)CC1
-9.1% | COc1ccccc1N1CCN(C(=O)c2ccc(N(C)C)cc2)CC1
-2.6% | COc1cc(C(=O)NCc2ccc(C)cc2)c([N+](=O)[O-])cc1OC
2.7% | CCC(=O)OC1CC(C)N(C(=O)c2ccccc2)c2ccc(C)cc21 (centres undefined)
9.2% | O=C(NCc1ccc2c(c1)OCO2)c1cc(-c2ccc(Cl)cc2Cl)on1
-10.1% | Cc1cc2ccccc2cc(C)c1=O
-23.4% | Cc1ccc(CN2CC34C=CC(O3)C(C(=O)NCc3ccc5c(c3)OCO5)C4C2=O)cc1 (centres undefined)
-14.3% | COCCCNC(=O)/C=C/c1ccc(Cl)cc1
-7.2% | CCOC(=O)CSc1ncnc2c1sc1nc(N3CCOCC3)c3c(c12)CCCC3
-2.0% | CC(=O)Nc1ccc([N+](=O)[O-])cn1
7.8% | Cn1ccnc1C(O)c1cc(C(C)(C)C)c(O)c(C(C)(C)C)c1 (centres undefined)
-11.7% | CCOC(=O)Nc1cc([N+](=O)[O-])ccc1Cl
13.0% | CCc1ccc2oc(-c3cccc(NC(=O)c4ccccc4C)c3)nc2c1
-2.1% | COc1cc(NC(=O)C2CCCN(S(=O)(=O)c3ccc4c(c3)oc(=O)n4C)C2)cc(OC)c1 (centres undefined)
-1.3% | CCCC1=[N+](CC(=O)c2ccccc2)CCn2c(C)ccc21
-6.1% | CCOC(=O)Cc1csc(N)n1
-36.7% | COC(=O)C(Cc1ccccc1)NC(=O)CSc1nc(C)cc(=O)[nH]1 (centres undefined)
-9.5% | COc1ccc(CNc2ccc3c(c2)nc(C)n3C)cc1
-0.1% | CC(=O)N1CCN(S(=O)(=O)c2cccc(C(=O)Nc3nc4ccccc4[nH]3)c2)CC1
-6.3% | Clc1ccc(-c2nnc3sc(-c4ccc(Br)o4)nn23)c(Cl)c1
-4.4% | CCOC(=O)N1CCN(c2c(NCCN3CCN(Cc4ccccc4)CC3)c(=O)c2=O)CC1
3.3% | O=C(Nc1ccccc1I)c1ccccc1C(F)(F)F
6.7% | NC(=O)C1(N2CCCCC2)CCN(c2ccc3nnc(-c4ccccc4)n3n2)CC1
5.6% | CN1C(=O)C2(c3ccccc31)N(C)CC(c1ccccn1)C21SC(=S)N(Cc2ccco2)C1=O (centres undefined)
11.2% | O=C(Oc1ccc2oc(=O)sc2c1)c1ccccc1Br
-9.7% | Clc1ccc(-c2noc(CCCc3ccccc3)n2)cc1
-4.6% | CCOC(=O)c1sc(=S)n(Cc2ccccc2)c1N
-12.3% | O=C(c1ccco1)N1CCN(C2CC(=O)N(c3ccccc3)C2=O)CC1 (centres undefined)
-1.7% | COc1ccc(OC)c(/C=N/NC(=O)CSc2nnc(C)n2-c2ccccc2)c1
-10.1% | c1ccc(-n2ncc3c(NCCN4CCCCC4)ncnc32)cc1
7.0% | CCC(C)Nc1ncnc2c1cnn2Cc1ccc(Cl)cc1 (centres undefined)
-0.5% | Cc1ccc(C)c(CN2CCCN(C(=O)Cn3ncc4c3-c3ccccc3OC4)C2)c1
-3.3% | COCCNc1oc(-c2ccccc2Cl)nc1C#N
-12.8% | CN(C)c1nccc(Nc2ccccc2)c1C#N
-10.4% | Cc1cccc(NS(=O)(=O)c2cc(C(=O)N3CCc4ccccc4C3)ccc2Cl)c1C
-2.6% | Cc1onc(-c2ccccc2Cl)c1C(=O)N1CCN(C/C=C/c2ccccc2)CC1
-1.6% | CC(=O)Nc1nnc(SCC(=O)NCC2CCCO2)s1 (centres undefined)
22.9% | CCCn1c(CC)nc([N+](=O)[O-])c1Sc1ccc(F)cc1
-16.8% | COc1ccc(C(CC(=O)Nc2ccc(F)cc2)c2ccccc2)cc1 (centres undefined)
-3.1% | CCN(CC)c1ccc(C(=S)N2CCN(c3ccccc3)CC2)cc1
-1.3% | CCOC(=O)c1cnn(-c2ccccc2)c1N
-9.0% | CCCCCC(=O)N1CC2(CC(c3cccc(NC(=O)c4ccccc4)c3)=NO2)C[C@@H]1C(N)=O (some centres undefined)
0.6% | CCCN1C(=O)C2(C(C(=O)c3ccc(C)o3)=C(O)C(=O)N2CCCN2CCOCC2)c2ccccc21 (centres undefined)
0.7% | CCOC(=O)/C=C1\SCC(=O)N1CC(=O)NC1CCCCC1
-1.0% | CCOC(=O)Cc1csc(NC(=O)CSc2nnc(C(C)C)n2C)n1
12.3% | COc1cccc(C2CC(=O)N3CN(c4ccccc4F)CSC3=C2C#N)c1 (centres undefined)
-0.8% | CCOc1ccc(/C=C2\C(=O)NC(=S)N(c3cccc(Cl)c3)C2=O)cc1Cl

# Continued:
EphA4 KYL inhibition | Molecule
9.7% | CCOC(=O)c1cc(-c2ccc(C)cc2)n(CCC(=O)NCCN(C)C)c1C
-5.3% | O=C(c1ccccc1NS(=O)(=O)c1ccc(F)cc1)N1CCCC1
-13.7% | Cc1c(C(=O)Nc2ccccc2Cl)oc2ccc(S(=O)(=O)N3CCC4(CC3)OCCO4)cc12
-8.4% | COCCN1C=C(C(=O)OC)C(c2ccccc2C(F)(F)F)C(C(=O)OC)=C1
-4.1% | FC(F)(F)c1cc(C(F)(F)F)n2nc(-c3sccc3-n3cccc3)cc2n1
-4.6% | COc1ccc(NC(=O)N2CCCc3ccccc32)cc1
-2.0% | CC(Oc1ccc(F)cc1)C(=O)Nc1ccc2ccccc2c1 (centres undefined)
-12.5% | CCCCNC(=O)C1CC(=O)N(C2CCCC2)C1 (centres undefined)
-11.1% | COc1cc(C2NC(=O)NC(O)(C(F)(F)F)C2C(=O)c2ccc(Cl)cc2)ccc1O (centres undefined)
5.1% | CS(=O)(=O)c1ccc2nc(NC(=O)C3CCCCC3)sc2c1
-9.9% | O=C(NCCNc1ccc([N+](=O)[O-])cc1Cl)c1ccccc1Br
-1.9% | CS(=O)(=O)N1CCN(c2ccc([N+](=O)[O-])c(NC3CC3)c2)CC1
9.0% | Cc1c(C(=O)OC(C)C)sc(NC(=O)C2CCCO2)c1C(=O)OC(C)C (centres undefined)
-1.6% | COc1cc(OC)cc(C(=O)Nc2cc(C)ccc2OC)c1
1.2% | CCOc1ccccc1-c1nc(-c2ccc(C)nc2OC)no1

# Some of these compounds in order of count of non-hydrogen atoms, smallest number first:
EphA4 KYL inhibition | Molecule
-4.6% | COc1ccc(NC(=O)N2CCCc3ccccc32)cc1
-1.6% | COc1cc(OC)cc(C(=O)Nc2cc(C)ccc2OC)c1
-1.9% | CS(=O)(=O)N1CCN(c2ccc([N+](=O)[O-])c(NC3CC3)c2)CC1
9.0% | Cc1c(C(=O)OC(C)C)sc(NC(=O)C2CCCO2)c1C(=O)OC(C)C (centres undefined)
-8.4% | COCCN1C=C(C(=O)OC)C(c2ccccc2C(F)(F)F)C(C(=O)OC)=C1
-11.1% | COc1cc(C2NC(=O)NC(O)(C(F)(F)F)C2C(=O)c2ccc(Cl)cc2)ccc1O (centres undefined)

# (continued)
EphA4 KYL inhibition | Molecule
-12.7% | CCOc1ccc(NC(=O)COC(=O)c2cccnc2)cc1
9.9% | COc1ccc(OCCn2cc(C=O)c3ccccc32)cc1
-7.0% | CC(=O)NC12CC3CC(C1)CC(C(=O)Nc1nccs1)(C3)C2
0.9% | Cc1cccc(Oc2coc3cc(OC(=O)c4cc5ccccc5oc4=O)ccc3c2=O)c1
1.4% | COCCn1c(N)c(NCc2ccccc2)c(=O)n(CC(=O)Nc2cc(C)ccc2C)c1=O
-5.6% | Cc1nn(C)c(C(=O)NNC(=S)Nc2ccc(Cl)cc2)c1[N+](=O)[O-]
-4.5% | COc1ccccc1CNc1cc(CSc2ccc(Cl)cc2)nc(C)n1
-9.1% | O=C(c1cc(-c2ccc(Cl)c(Cl)c2)on1)N1CCCCC1
6.0% | O=C(CSc1n[nH]c(-c2ccccc2)n1)c1ccccc1
-2.2% | COC(=O)n1c(SC)nc2ccccc21
-7.3% | O=c1[nH]c(CSc2nnc(-c3ccncc3)n2Cc2ccco2)nc2ccccc12
-2.8% | O=S(=O)(Nc1ccc(S(=O)(=O)Nc2cccc3ccccc23)cc1)c1ccccc1
0.6% | CCC1=NN2C(=N)/C(=C/c3ccc(OCc4ccccc4)cc3)C(=O)N=C2S1
-9.6% | NC(=O)C1(N2CCCCC2)CCN(C(=O)c2cccn3c(=O)c4cc(Cl)ccc4nc23)CC1
-2.2% | COC(=O)c1cccc(NC(=O)CSc2nnc(COc3cccc(C)c3)n2C)c1
-6.7% | COc1ccc(OC)c(CN2C(=O)CCC2(C)C(=O)NC2CCCCCC2)c1 (centres undefined)
-2.5% | Cn1c(=O)c2c(nc(CN3CCC(C(N)=O)CC3)n2Cc2ccccc2F)n(C)c1=O
-2.1% | COC(=O)c1ccc(NC(=O)N2CCOCC2)cc1
0.0% | CC1C(C(=O)N(C=O)c2ccc(Br)cc2)C2C=CC1C21CC1 (centres undefined)
-4.3% | Cc1oc(-c2cccc(Cl)c2)[n+]([O-])c1C
-5.3% | O=C(CN1C(=O)c2ccccc2C1=O)Nc1cccnc1
29.3% | COc1ccc(NC(=O)c2cc3n(n2)C(C(F)(F)F)CC(c2ccc(OC)cc2)N3)cc1 (centres undefined)
-16.6% | O=C(Nc1ccccc1)c1cccc(S(=O)(=O)NCc2ccco2)c1
-7.3% | Nn1c(SCC(=O)N2CCN(S(=O)(=O)c3ccccc3)CC2)nnc1-c1cccs1
-21.9% | CCc1ccccc1Nc1nc(N)nc(COC(=O)c2cccn2C)n1
-12.3% | O=C(c1cnn2c(C(F)F)cc(-c3ccccc3)nc12)N1CCCc2ccccc21
0.9% | CCCC(=O)Nc1ccc(C(=O)NNC(=O)c2ccco2)cc1
3.1% | Clc1ccc(NCn2cncn2)nc1
-15.5% | CCOC(=O)N1CCC(Nc2c(NCCCN(CC)Cc3ccccc3)c(=O)c2=O)CC1
3.8% | ON1C(c2ccccc2C(F)(F)F)N(O)[C@H]2CCCC[C@H]21 (some centres undefined)
-13.0% | CCC(=O)Nc1ccc(C(=O)NNC(=O)c2cccs2)cc1
0.0% | Cc1ccc(S(=O)(=O)NCCC(=O)NCc2ccc3c(c2)OCO3)cc1C
-27.1% | CCOC(=O)c1csc(NC(=O)CSc2nnnn2-c2ccc(OCC)cc2)n1
-5.0% | CCC(CC)NC(=O)COC(=O)c1cccc(C)c1O
-6.1% | O=C(CC(=O)c1ccccc1O)c1cccc(F)c1
-5.6% | COC(=O)c1ccc(C2C(C(=O)Nc3ccccc3C)=C(C)Nc3ncnn32)cc1 (centres undefined)
-15.2% | O=C(CSC(=S)N1CCCCC1)Nc1nc(-c2ccccc2)c(-c2ccccc2)o1
-0.1% | O=C(O)CCCC(=O)N1CCc2cc(S(=O)(=O)N3CCc4ccccc43)ccc21
22.2% | Cc1cc(NC(=O)c2cccc(N(C)C)c2)ccc1Br
-1.1% | CC1CCN(c2nc3c(c(=O)n(C)c(=O)n3C)n2CCSc2nc3ccccc3s2)CC1
-11.8% | CC(C)c1nc(SCC(=O)NCc2ccccc2)n[nH]1
